Bioassay records as filed in PubChem BioAssay.
PLCg1 inh: PLC-gamma1 enzyme inhibitors, primary screen, biochemical, fluorescence, purified enzyme. 1-phosphatidylinositol 4,5-bisphosphate phosphodiesterase gamma-1 (Homo sapiens), P19174. fluorogenic substrate. inhibition, % at 12.2 µM. hit rate 0.84% among 370,000; in the data active = inhibition above about 9.5%
Target sequence (P19174 whole entry, looked up): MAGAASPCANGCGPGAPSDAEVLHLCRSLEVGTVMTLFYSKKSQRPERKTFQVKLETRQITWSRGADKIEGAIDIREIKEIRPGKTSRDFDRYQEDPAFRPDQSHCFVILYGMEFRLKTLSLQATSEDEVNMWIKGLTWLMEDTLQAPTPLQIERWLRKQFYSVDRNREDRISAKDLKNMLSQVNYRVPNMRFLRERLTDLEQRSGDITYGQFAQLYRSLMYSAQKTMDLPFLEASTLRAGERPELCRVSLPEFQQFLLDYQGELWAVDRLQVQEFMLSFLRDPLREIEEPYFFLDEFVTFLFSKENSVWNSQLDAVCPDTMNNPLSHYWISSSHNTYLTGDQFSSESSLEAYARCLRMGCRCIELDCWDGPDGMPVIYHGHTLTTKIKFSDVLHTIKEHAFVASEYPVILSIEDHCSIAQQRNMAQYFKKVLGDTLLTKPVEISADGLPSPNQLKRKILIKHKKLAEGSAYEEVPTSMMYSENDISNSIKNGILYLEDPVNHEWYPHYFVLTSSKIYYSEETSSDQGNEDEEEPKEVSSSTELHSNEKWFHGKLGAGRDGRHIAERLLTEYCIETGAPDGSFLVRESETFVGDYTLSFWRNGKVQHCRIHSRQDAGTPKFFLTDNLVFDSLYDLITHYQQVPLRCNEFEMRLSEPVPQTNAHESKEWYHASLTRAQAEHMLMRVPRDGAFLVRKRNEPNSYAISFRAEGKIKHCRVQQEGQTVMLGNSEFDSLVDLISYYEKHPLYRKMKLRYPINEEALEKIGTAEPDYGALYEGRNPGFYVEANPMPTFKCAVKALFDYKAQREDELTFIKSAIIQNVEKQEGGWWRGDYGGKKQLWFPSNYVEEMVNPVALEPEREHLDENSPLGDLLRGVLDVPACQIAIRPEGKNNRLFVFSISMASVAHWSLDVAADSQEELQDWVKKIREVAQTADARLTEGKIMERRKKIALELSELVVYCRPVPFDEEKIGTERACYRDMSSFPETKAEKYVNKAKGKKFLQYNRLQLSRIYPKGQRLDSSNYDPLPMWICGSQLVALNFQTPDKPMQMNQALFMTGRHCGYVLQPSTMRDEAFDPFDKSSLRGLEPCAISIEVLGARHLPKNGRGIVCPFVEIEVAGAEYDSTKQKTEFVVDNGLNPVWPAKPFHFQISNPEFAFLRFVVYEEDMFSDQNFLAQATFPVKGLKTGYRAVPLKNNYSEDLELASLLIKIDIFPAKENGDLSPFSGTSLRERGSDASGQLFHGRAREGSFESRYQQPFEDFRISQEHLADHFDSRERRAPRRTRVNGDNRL
DAX1 inh-1: DAX1 (NR0B1) inhibitors on StAR promoter, primary screen, cell-based, luminescence, SF-1 (NR5A1), full-length DAX-1; HEK293T StAR-luciferase reporter, SF-1/DAX-1 repression relief; inhibition, % at 6.8 µM; hit rate 1.1% among 370,000; AID 652010, 2013;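 active = inhibition above the mean over all tested compounds plus 3 SD, cut at about 3.6% in these data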;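 note: 0% = DAX-1 cells with DMSO and 100% = cells lacking DAX-1 with DMSO; higher inhibition means more luminescence from relief of DAX-1 repression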
ADAM10 inh: human ADAM10 inhibitors, primary screen, biochemical, QFRET, HTS | AID 720582, 2013 | recombinant ADAM10, EDANS/DABCYL FRET peptide cleavage, 3 h | inhibition, % at 7 µM | hit rate 0.62% among 370,000 | Disintegrin and metalloproteinase domain-containing protein 10 (Homo sapiens), O14672;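 active = inhibition above a per-campaign cutoff equal to the mean of compounds falling between control-based bounds plus 3 SD, cut at about 20% in these data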;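 note: 0% = DMSO wells while the 100% control is not disclosed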
GAA850 FXN act: FXN promoter activators, primary screen, cell-based, luciferase luminescence, HEK293 lucGAA850; HEK293 lucGAA850 FXN promoter luciferase reporter, 24 h; percent of 10 µM SAHA response; activation, % at 6 µM; hit rate 0.56% among 360,000;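 active = activation above the average of all compounds screened plus 3 SD, cutoff fixed separately per campaign, cut at about 7.5% in these data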;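 note: 0% = DMSO wells and 100% = 10 µM SAHA wells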
PLCb3 inh: human PLC-beta3 inhibitors, primary screen, biochemical, fluorescence. 1-phosphatidylinositol 4,5-bisphosphate phosphodiesterase beta-3 (Homo sapiens), Q01970. Purified PLC-beta3, fluorogenic substrate. inhibition, % at 12.2 µM. hit rate 0.18% among 370,000. AID 720704, 2013; in the data active = inhibition above about 11%;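 note: 0% = median of compound wells on plate and 100% = full blocker control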
hcDAF-12 act: H. contortus DAF-12 nuclear receptor activators, primary screen, cell-based, luminescence, HEK293, lit1-tk-luc reporter; AID 652067, 2013; HEK293 hcDAF-12 lit1-tk-luc reporter; 0% DMSO, 100% Δ7-dafachronic acid; activation, % at 6.8 µM; hit rate 1.4% among 370,000;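 active = activation above the mean of all tested compounds plus 3 SD, cut at about 5.5% in these data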;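 note: 100% = response to 3 µM Δ7-dafachronic acid high control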
hgDAF-12 ag: H. glycines DAF-12 receptor agonists, primary screen, cell-based, luminescence, HEK293, GAL4 fusion, UAS-luciferase | Nuclear hormone receptor DAF-12 (Heterodera glycines), GAL4 fusion | HEK293 GAL4-hgDAF12 UAS-luciferase reporter, agonist luminescence; normalized to butyrate control | activation, % at 6.8 µM | hit rate 1.8% among 370,000 | AID 687014, 2013;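 active = activation above a cutoff set at the mean of all screened compounds plus 3 SD, cut at about 10% in these data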;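 note: 0% = DMSO wells and 100% = sodium butyrate wells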
ADAM17 inh: ADAM17 inhibitors, primary screen, biochemical, QFRET | Disintegrin and metalloproteinase domain-containing protein 17 (Homo sapiens), P78536 | recombinant ADAM17, EDANS/DABCYL FRET peptide cleavage | inhibition, % at 6.95 µM | hit rate 0.83% among 370,000 | AID 720648, 2013;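 active = inhibition above the mean of compounds lying between control limits plus 3 SD, set per campaign, cut at about 8.5% in these data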;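 note: 0% = DMSO-only wells as the low control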
ssDAF12 agonist: S. stercoralis DAF-12 nuclear receptor activators, primary screen, cell-based, luminescence, HEK293, GRIP1 co-expression, lit1-tk-luc; Nuclear hormone receptor DAF-12 (Strongyloides stercoralis); HEK293 ssDAF-12/GRIP1 lit1-tk-luc reporter; % of 3 µM dafachronic acid response; activation, % at 6.8 µM; hit rate 1% among 370,000; AID 652126, 2013;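 active = activation above the mean over all tested compounds plus 3 SD, cut at about 0.9% in these data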;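 note: 0% = DMSO-only wells and 100% = 3 µM delta7-dafachronic acid wells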
sPLA2-III inh: human group III sPLA2 inhibitors, primary screen, biochemical, QFRET, BODIPY PC-A2 liposome substrate. QFRET BODIPY PC-A2 liposome hydrolysis, fluorescence. inhibition, % at 12.2 µM. hit rate 0.56% among 370,000;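 active = inhibition above mean plus 3 SD of compounds lying within the high and low control bounds, cut at about 19% in these data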;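 note: 0% = median of test compound wells and 100% = no enzyme DMSO wells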
DAX1 inh-2: DAX1 (NR0B1) inhibitors, primary screen, cell-based, HEK293, Gal4-DAX1, luciferase luminescence. HEK293 Gal4-DAX1 luciferase reporter. inhibition, % at 6.75 µM. hit rate 0.99% among 340,000. AID 504766, 2011;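 active = inhibition above the mean over all tested compounds plus 3 SD, cut at about 4.2% in these data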;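 note: 0% = DAX1-transfected cells with DMSO and 100% = empty-vector control cells with DMSO; inhibition shows as a rise in luminescence from relieved DAX1 repression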
Starred values were filed as active, the others as inactive; . = not tested or not shown.

Value order: ssDAF12 agonist | DAX1 inh-1 | sPLA2-III inh | ADAM17 inh | hcDAF-12 act | PLCg1 inh | hgDAF-12 ag | DAX1 inh-2 | GAA850 FXN act | PLCb3 inh | ADAM10 inh
- COC(=O)c1nc2nc(C)cc(C(F)(F)F)n2n1
    -0.7 | -0.7 | 3 | 0 | -0.9 | 0 | 1.2 | -0.3 | -0.2 | 0 | 2
- Clc1ccc(-c2cc(CSc3cccc(Cl)c3)on2)cc1
    -1.1 | 0.5 | -2 | 3 | -1.1 | 4 | 0.4 | 0.1 | -0.4 | -7 | -3
- CCCCOC(=O)C1=C(C)NC(=O)NC1c1ccc(N(C)C)cc1 (configuration not stated)
    0.1 | -0.2 | 5 | -2 | -0.7 | -5 | -1.6 | 1.4 | 1.2 | -5 | 3
- CN(C)CCNC(=O)/C=N/O
    -1.0 | 1.2 | 4 | 0 | 0.2 | 3 | 0.9 | -1.0 | 0.1 | 1 | 10
- C=C(C)c1cccc(C(C)(C)NC(=O)NCCN(CC)CC)c1
    -1.6 | 1.6 | 0 | 1 | -0.3 | 3 | -0.5 | -0.5 | 2.6 | -1 | 2
- COc1ccccc1NC(=O)NC1(C(=O)N2CCN(C)CC2)CCCCC1
    -1.2 | 0.8 | 7 | -2 | -1.8 | 0 | 1.4 | -1.0 | 0.7 | -4 | -1
- COc1ccc(N2CCCn3c2nc2c3c(=O)n(Cc3ccc(C)cc3)c(=O)n2C)c(OC)c1
    -1.5 | 0.0 | 13 | -5 | -0.8 | -1 | -5.9 | -0.8 | -1.8 | -8 | -6
- O=C(O)c1cc(N/N=C/c2ccncc2)ccc1Cl
    -0.7 | 0.6 | 3 | -4 | -0.1 | 0 | 1.1 | -3.2 | 1.9 | -9 | -7
- CCCc1cc(=O)[nH]c(SCC(=O)NC2(C#N)CCCCC2)n1
    -1.5 | 0.9 | 6 | -2 | 1.1 | -1 | -1.3 | 0.1 | 0.2 | -5 | -16
- COc1ccc(/C=C/C(=O)c2ccc(OC)cc2OC)c(OC)c1
    -1.8 | -2.3 | 6 | -4 | -3.7 | -53 | -1.9 | -0.2 | 1.2 | -75 | -24
- CCC(C)(C(=O)NC1CCCCC1)N(Cc1ccco1)C(=O)CNC(=O)c1ccccc1 (configuration not stated)
    -1.1 | -0.3 | -11 | -3 | -0.6 | 0 | -0.3 | -1.4 | -1.5 | 2 | 3
- O=C(NC1CCCCN(Cc2cccc(F)c2)C1=O)c1cccc(F)c1 (configuration not stated)
    -1.9 | -0.6 | 0 | -6 | -1.3 | -1 | -1.9 | . | . | 0 | -4
- Cc1ccc(NC(=O)C(=S)NCc2ccco2)cc1
    -1.3 | 0.8 | -4 | -1 | 0.3 | 1 | 3.1 | 0.9 | 4.0 | 1 | 4
- C#CCOCCOCCOCCNc1nc(N2CCN(C(=O)[C@H](CCCCN)n3cc([C@@H](N)CC(C)C)nn3)CC2)nc(N2CCN(C(=O)[C@H](Cc3cc4ccccc4[nH]3)n3cc([C@@H](N)CC(C)C)nn3)CC2)n1
    -0.5 | . | -41 | -23 | 8.1* | 7 | 4.4 | . | . | 3 | -94
- CCOc1ccc(/C=N/NC(N)=S)cc1
    0.2 | -1.1 | 20* | -1 | -1.1 | 4 | -5.0 | 0.4 | 1.6 | -3 | -1
- COc1ccccc1CN1C(=O)[C@@H]2C(CCC(N)=O)NC3(C(=O)Nc4c3ccc(Cl)c4C)[C@@H]2C1=O (some centres not stated)
    -0.3 | -0.1 | -15 | 0 | 1.5 | 3 | 0.8 | 0.1 | -0.6 | 4 | 5
- CCn1c(=O)c2c(nc(SCC(=O)N3CCCC(C)C3)n2C)n(C)c1=O (configuration not stated)
    -0.8 | -0.1 | 5 | -1 | -2.0 | 0 | 0.2 | 1.1 | 1.2 | -3 | 8
- O=C(CSc1ccc([N+](=O)[O-])cc1)NCC1CCCCC1
    -1.0 | -0.3 | -8 | 1 | -1.4 | 1 | 0.6 | 0.6 | 0.8 | 2 | -1
- COc1ccc(C(=O)C2CCCN(C(=O)c3cccnc3SC)C2)c(C)c1 (configuration not stated)
    -1.5 | -0.7 | -5 | -1 | -3.0 | 1 | -2.5 | -0.4 | 1.4 | 1 | -4
- COc1ccc(N2CCN(C(=O)COC(=O)CCOc3ccc(C(C)(C)C)cc3)CC2)cc1
    -1.1 | 0.4 | 4 | -6 | -0.2 | 3 | -0.1 | -0.6 | -3.0 | -3 | 6
- Cc1cc(C)c(S(=O)(=O)Nc2ccc(O)cc2)c(C)c1
    -1.6 | -1.1 | -23 | -3 | -1.5 | -2 | -0.1 | 0.8 | 0.1 | -1 | 2
- CCOc1ccc(N(CC(=O)NCC(C)C)S(C)(=O)=O)cc1
    -0.3 | -0.2 | 2 | -2 | -0.9 | 5 | -1.1 | -0.2 | 1.3 | 2 | 7
- NC(=O)c1ncn([C@@H]2O[C@H](CNCc3c(OCc4ccccc4F)ccc4ccccc34)[C@@H](O)[C@H]2O)n1
    -0.7 | -0.4 | 8 | -1 | -0.8 | 3 | -1.6 | 0.6 | -0.7 | 2 | -18
- Cc1ccc(C)c(S(=O)(=O)Nc2ccc(C(=O)NCCCN3CCCC3=O)cc2)c1
    -1.1 | 1.5 | 6 | -2 | -1.9 | 1 | -1.6 | 1.1 | 0.0 | -6 | -5
- N#C/C(=C\c1c(F)cccc1Cl)C(=O)NC1CC1
    -1.0 | 0.3 | 1 | -1 | 0.6 | -1 | 2.9 | 0.9 | 2.9 | -6 | -3
- CCOC(=O)N1CCN(C(=O)/C=C/c2ccc([N+](=O)[O-])cc2)CC1
    0.2 | -0.3 | -3 | 2 | -1.8 | 1 | -1.1 | 1.2 | 0.0 | 2 | 1
- Cc1ccccc1C(=O)N1CCN(c2ccc([N+](=O)[O-])c(N3CCOCC3)c2)CC1
    -0.9 | -1.4 | -5 | 2 | -0.4 | 2 | 0.8 | 0.6 | -0.5 | 1 | 5
- CN(c1cccc(NC(=O)COc2ccc(Cl)cc2Cl)c1)S(C)(=O)=O
    -0.4 | 0.4 | 0 | -1 | 1.4 | 1 | 5.6 | -0.1 | 3.3 | 2 | 3
- O=C(N/N=C/c1ccc([N+](=O)[O-])o1)c1cn2ccc3ccccc3c2n1
    -2.0 | 0.2 | -2 | -1 | 0.8 | 2 | -0.8 | 3.3 | -1.8 | -6 | 0
- CC(Oc1ccccc1)C(=O)Nc1nnc(S(=O)(=O)N2CCCCC2)s1 (configuration not stated)
    -1.1 | 0.4 | -2 | -1 | -2.9 | 2 | -3.3 | 0.3 | 1.8 | -9 | -6
- COC1OC2COC(c3ccccc3)OC2C(O)C1NC(C)=O (configuration not stated)
    -1.3 | 0.1 | 4 | -4 | -1.8 | 2 | 5.1 | 2.5 | 0.5 | 2 | -7
- CC(C)N(C(=O)Nc1ccc2nsnc2c1)C(C)C
    -1.1 | -0.6 | 6 | -16 | 0.9 | -369 | -7.7 | . | . | -442 | -56
- O=C(CN(Cc1ccc(F)cc1)C(=O)c1ccco1)NCc1ccc(F)cc1
    -0.8 | -0.8 | 0 | 0 | -0.9 | 3 | -2.6 | 0.4 | -0.1 | 2 | 13
- O=C(COc1ccc(S(=O)(=O)N2CCCC2)cc1[N+](=O)[O-])N1CCCCC1
    -1.0 | -0.8 | -7 | 2 | 2.4 | 3 | -0.2 | 1.2 | -3.5 | 6 | 0
- O=C(CCC(=O)c1cccs1)NCc1cccc(C(F)(F)F)c1
    0.3 | 0.0 | -3 | -6 | 0.8 | 1 | 0.4 | 1.6 | -0.3 | -10 | -7
- CN(C)c1ccc(/C=C2\C(=N)N3N=C(CC(=O)N4CCCC4)SC3=NC2=O)cc1Br
    -1.1 | -0.4 | -11 | -1 | 0.5 | -11 | 0.7 | 0.7 | -1.2 | -18 | -15
- CN(C)C(CNC(=O)c1cccc(S(=O)(=O)Nc2ccccc2Cl)c1)c1ccccc1 (configuration not stated)
    -1.2 | -1.5 | -14 | -5 | -0.7 | 3 | 1.6 | -0.5 | 0.5 | -5 | -5
- CCOc1ccc2nc(N3CCC(C(=O)N4CCN(C5CCCCC5)CC4)CC3)sc2c1
    -0.1 | 0.4 | -4 | -1 | -2.5 | -2 | 4.8 | -1.6 | 2.0 | -1 | -3
- CC(NCc1cc(Br)ccc1OCC(=O)NCc1ccccc1)c1ccccc1 (configuration not stated)
    -1.7 | -0.9 | -10 | 4 | -0.5 | 3 | -2.3 | 0.2 | -5.1 | 4 | 2
- CCOc1cc(/C=C(\CC(=O)O)c2nc3ccccc3s2)ccc1OCC(=O)Nc1cccc(C(F)(F)F)c1
    -0.8 | -0.1 | -10 | -10 | 0.3 | -17 | 1.1 | 0.4 | -2.0 | -30 | -26
- Cc1nc(-c2cn[nH]c2-c2ccc(O)cc2O)cs1
    0.0 | 0.5 | -8 | 2 | 1.8 | 6 | 1.4 | -1.0 | 2.3 | 3 | 4
- CCCCOCCCNC(=O)C[C@H]1C(=O)N(Cc2ccc(OC)cc2)C2=CCCC[C@@]21C(=O)OCC
    -2.1 | -1.0 | -2 | 2 | -1.4 | 2 | 3.3 | . | . | 2 | 4
- CCCCN=C1NN=C(c2cc3ccccc3o2)CS1
    -0.7 | 0.5 | -9 | -10 | 3.7 | -20 | 4.4 | -0.7 | 2.1 | -23 | -47
- CC(OC(=O)CNC(=O)c1ccc(Br)cc1)C(=O)NC1CCCCC1C (configuration not stated)
    -0.7 | -2.6 | -5 | -1 | -0.3 | -1 | 3.9 | -0.2 | 2.5 | -5 | -3
- CCOc1ccc(NS(=O)(=O)c2ccc(Cl)c(N=Nc3c(O)[nH]c(=S)[nH]c3=O)c2)cc1Br
    -1.1 | 0.2 | -11 | 0 | 2.2 | 0 | 3.9 | 0.7 | -0.6 | 2 | 3
- COc1cc(OC)cc(-c2c(C#Cc3ccsc3)c3cc(-c4ccc(OC)nc4)ccc3n2C)c1
    -1.0 | 0.3 | 1 | -13 | 0.5 | -35 | 0.5 | -0.3 | 3.1 | -49 | -65
